High-throughput results: PubChem, several laboratories
aDG glyco up: alpha-DG glycosylation activation; Pro5-aDG cells, alpha-DG glycosylation AlphaScreen (IIH6); 0% Pro5, 100% B10-LARGE cell signal; 360,000 tested, 0.22% active; activation, % at 10 µM;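 active = activation of at least 8% versus controls, or a plate z-score of at least 8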;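 note: Pro5 are CHO cells carrying HIG-tagged alpha-DG that lacks glycosylation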
Peg3 prom inh: Peg3 promoter activity inhibition | HeLa PEG-Prom luciferase reporter, luminescence, overnight | inhibition, % at 20 µM | 360,000 tested, 1.7% active;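 active = inhibition of at least 50% at 20 µM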
iPSC survival up: increases survival of single human iPS cells | 360,000 tested, 0.044% active | hiPSC single-cell survival, ATPlite luminescence; 100% = ROCK inhibitor wells, 0% = DMSO | survival enhancement, % at 20 µM; in the data active = survival enhancement above about 18%;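 note: cells exposed to compounds for 16 hours before the ATP read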
NR2E3 ag-1: activates human NR2E3 receptor; Q9Y5X4; 360,000 tested, 0.35% active; inhibition of corepressor binding, % at 3.98 µM; CHO-S Gal4-NCOR/VP16-NR2E3 two-hybrid, luciferase; AID 602229;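 active = inhibition above the mean of all tested compounds plus 3 SD, cut at about 70% in these data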;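 note: 0% = DMSO with NR2E3 transfected cells and 100% = cells lacking NR2E3 construct; higher means lower luciferase signal from less NR2E3 corepressor binding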
Target sequence (Q9Y5X4 whole entry, looked up, the tested form may be a part): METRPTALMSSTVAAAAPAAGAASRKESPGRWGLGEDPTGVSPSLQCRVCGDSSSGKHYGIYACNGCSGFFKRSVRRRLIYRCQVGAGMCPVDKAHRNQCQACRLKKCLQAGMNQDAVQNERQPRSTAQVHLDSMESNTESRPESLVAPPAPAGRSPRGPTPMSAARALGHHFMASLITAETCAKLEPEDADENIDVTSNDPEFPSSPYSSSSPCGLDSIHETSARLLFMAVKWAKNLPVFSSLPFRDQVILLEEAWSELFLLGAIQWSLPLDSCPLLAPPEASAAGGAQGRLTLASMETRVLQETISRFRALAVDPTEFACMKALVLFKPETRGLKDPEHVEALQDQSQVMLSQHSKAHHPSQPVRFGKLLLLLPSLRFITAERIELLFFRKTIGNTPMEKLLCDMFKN
NR2E3 ag-2: agonists of human nuclear receptor NR2E3. 320,000 tested, 0.12% active. Q9Y5X4. inhibition of corepressor binding, % at 4.78 µM. AID 2300. GST-NR2E3/biotin-RetCOR TR-FRET, 1536-well;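 active = percent inhibition above the cutoff of mean plus 3 SD of all tested compounds, set per screening campaign, cut at about 20% in these data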;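 note: 0% = DMSO wells and 100% = biotin wells as full block of FRET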
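Test system: GST-NR2E3 and biotin-RetCOR proteins | Quantity: 1.35 nM GST-tagged NR2E3 final | Medium: Tris pH 7.5 | Also added: 7 nM biotin-RetCOR | Dosing: Compound at 4.8 µM, single dose | Timing: 5 h at 4 °C | Detection: Time-resolved FRET | Read-out basis: Percent inhibition | Benchmarks: Biotin wells as high control, 0.6% DMSO wells as low control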
Vif imaging: blocks HIV Vif function | HEK293T cells, Vif self-association by quenched fluorescence, imaging, 24 h | inhibition, % at 7.49 µM | 340,000 tested, 0.35% active | AID 602346; in the data active = inhibition above about 50%, passing the limit was not always enough; inconclusive = no clear call, values can overlap the other calls; inactive = below about 31%; note: some results filed as inactive read as strong as hits
HIF-2a block: blocks HIF-2a reporter activity; AID 624352; 360,000 tested, 0.72% active; 786-0 RCC cells HIF-2a reporter, luciferase luminescence, overnight; inhibition, % at 18.8 µM;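 active = inhibition of the luminescence signal of 40% or more relative to plate controls, in a single-dose primary screen at 18.75 µM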
CaV13 FRET inh: Primary screen for inhibitors of IQ motif and Ca2+-dependent inactivation inhibitor domain binding in CACNA1D, Förster resonance energy transfer in living cells, …. inhibition, % at 12.3 µM. 340,000 tested, 0.098% active. HEK cells, CFP/YFP FRET ICDI-IQ, plate reader, 10 min; percent FRET-ratio fall versus neutral wells;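 active = mean replicate inhibition of at least 30% and at least 1% of replicates passing that level; inconclusive = only one of the two criteria is met; inactive = neither criterion is met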;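 note: 0% = median of the neutral control wells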
Exocytosis inh: lytic granule exocytosis inhibition. TALL-104 LAMP-1 surface exposure, flow cytometry; cells stimulated with thapsigargin and PMA. inhibition, % at 10 µM. 360,000 tested, 0.66% active. AID 651702;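 active = inhibition above about 55%, limit read from the data; inconclusive = no clear call, values can overlap the other calls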
TRPM1 prom inh: MITF TRPM1 promoter inhibition in SK-MEL-5 cells; inhibition, % at 12.5 µM; 330,000 tested, 0.83% active; SK-MEL-5 TRPM1 promoter luciferase, 24 h;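 active = mean inhibition across replicates of 60% or more, whatever share of single replicates reaches that level; inconclusive = some that reach 60%, reason not given; inactive = mean inhibition across replicates below 60%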; note: values of inactives mirror those of a sister screen read the other way
PDI turbidity: inhibitors of human protein disulfide isomerase. 350,000 tested, 0.052% active. AID 588391. inhibition, % at 10 µM. PDI insulin aggregation turbidity, A650, 90 min;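 active = mean inhibition across replicates of 30% or more, whatever share of single replicates reach that level; inconclusive = mean inhibition below 30% while every single replicate reaches 30%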;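 note: absorbance from insulin aggregation driven by PDI reduction with DTT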
Target sequence (P07237 whole entry, looked up): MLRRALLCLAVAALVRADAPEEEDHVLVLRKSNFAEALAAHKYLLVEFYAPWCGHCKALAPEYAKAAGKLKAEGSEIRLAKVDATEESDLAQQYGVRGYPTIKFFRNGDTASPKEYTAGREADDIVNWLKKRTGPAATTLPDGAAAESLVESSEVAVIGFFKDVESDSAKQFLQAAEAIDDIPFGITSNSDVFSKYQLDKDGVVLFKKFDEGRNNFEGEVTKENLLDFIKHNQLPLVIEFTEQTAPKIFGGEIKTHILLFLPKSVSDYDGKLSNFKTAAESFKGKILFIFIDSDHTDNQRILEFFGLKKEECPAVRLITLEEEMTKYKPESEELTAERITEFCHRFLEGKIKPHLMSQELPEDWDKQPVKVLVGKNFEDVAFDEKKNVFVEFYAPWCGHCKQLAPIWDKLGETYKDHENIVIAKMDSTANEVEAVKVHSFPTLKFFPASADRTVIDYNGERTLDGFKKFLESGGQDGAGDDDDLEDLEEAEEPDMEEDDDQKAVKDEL
* = called active by the depositor; ? = inconclusive; . = no result given.

Sample of the layout:
SMILES | aDG glyco up | Peg3 prom inh | iPSC survival up | NR2E3 ag-1 | NR2E3 ag-2 | Vif imaging | HIF-2a block | CaV13 FRET inh | Exocytosis inh | TRPM1 prom inh | PDI turbidity
CCCC(=O)Nc1ccc2c(c1)nc(CCN1CCN(c3ccccn3)CC1)n2C | -0.2 | 1 | -0.4 | -11 | . | -5 | 18 | -4 | 8 | -17 | -3
Cn1nc(Cc2n[nH]c(=S)n2C)c2ccccc2c1=O | 0.1 | 14 | 0.7 | -9 | -1 | 30 | 18 | -14 | -2 | 7 | 3
COC(=O)C1=C(O)/C(=C\c2ccc(CNC(=O)C(=O)Nc3ccc(C)c(C)c3)o2)N=C1C | 1.0 | 2 | 1.1 | -27 | 0 | 3 | -4 | -7 | -1 | 1 | -5
Cc1cccn2c(=O)nc(SCC(=O)NCc3ccco3)nc12 | 0.1 | 3 | -0.2 | 5 | -5 | -2 | 5 | . | 5 | 3 | 1

This part in full, from the start:
SMILES | aDG glyco up | Peg3 prom inh | iPSC survival up | NR2E3 ag-1 | NR2E3 ag-2 | Vif imaging | HIF-2a block | CaV13 FRET inh | Exocytosis inh | TRPM1 prom inh | PDI turbidity
CCCC(=O)Nc1ccc2c(c1)nc(CCN1CCN(c3ccccn3)CC1)n2C | -0.2 | 1 | -0.4 | -11 | . | -5 | 18 | -4 | 8 | -17 | -3
Cn1nc(Cc2n[nH]c(=S)n2C)c2ccccc2c1=O | 0.1 | 14 | 0.7 | -9 | -1 | 30 | 18 | -14 | -2 | 7 | 3
COC(=O)C1=C(O)/C(=C\c2ccc(CNC(=O)C(=O)Nc3ccc(C)c(C)c3)o2)N=C1C | 1.0 | 2 | 1.1 | -27 | 0 | 3 | -4 | -7 | -1 | 1 | -5
Cc1cccn2c(=O)nc(SCC(=O)NCc3ccco3)nc12 | 0.1 | 3 | -0.2 | 5 | -5 | -2 | 5 | . | 5 | 3 | 1
CC(C)CN(C(=O)COC(=O)CCC(=O)c1ccc(Cl)cc1)c1c(N)n(Cc2ccccc2)c(=O)[nH]c1=O | -0.1 | -7 | 0.2 | -24 | 3 | 12 | 3 | -6 | 1 | -4 | -7
CCCCCn1c(CN2CCN(c3cccc(Cl)c3)CC2)nc2c1c(=O)[nH]c(=O)n2C | 1.6 | 45 | -3.0 | -6 | 3 | -13 | -15 | -4 | 7 | 13 | 2
O=C(CCNS(=O)(=O)c1ccc2[nH]c(=O)oc2c1)Nc1cccc(Br)c1 | -0.2 | 6 | -0.5 | -17 | 0 | -6 | 13 | -2 | 1 | 6 | 2
O=C(O)CCCCCNC(=O)c1ccccc1Br | -0.1 | 4 | -0.3 | 2 | 1 | -2 | 3 | . | 4 | -10 | -4
CC(Oc1cccnc1[N+](=O)[O-])C(=O)Nc1cccc(Cl)c1 (stereo unspecified) | 1.7 | -27 | -0.5 | -3 | -2 | 3 | -28 | -6 | 8 | -18 | -4
CN(C)S(=O)(=O)c1ccc(C(=O)NCc2nnc(SCC(=O)Nc3ccc(F)cc3)n2-c2ccc(F)cc2)cc1 | -0.4 | -4 | -0.1 | -17 | -3 | -2 | 9 | -4 | 3 | 4 | -5
COc1ccc(-c2noc(N3CCC(C(=O)Nc4ccccc4OC)CC3)n2)cc1 | 0.4 | -31 | -1.1 | -18 | 3 | 20 | -42 | -8 | 0 | . | .
O=C(NCCN1CCCC1=O)C1CCC(=O)N(CCc2cccc(F)c2)C1 (stereo unspecified) | -0.1 | 5 | -0.2 | 22 | 2 | -3 | 10 | -7 | -1 | 4 | -5
O=C(Cn1c(=O)c2cccn2c2ccc(F)cc21)NCCCN1CCN(c2ccccc2F)CC1 | -0.1 | -5 | -0.5 | 0 | 0 | 4 | 10 | -7 | 27 | -4 | 16
O=C(Cn1cnc2ccc(Br)cc2c1=O)c1cccs1 | 0.0 | -34 | -0.2 | -9 | 3 | 10 | -53 | . | 3 | -3 | 5
O=C(Cn1cnc2ccccc2c1=O)c1cccs1 | -0.1 | -10 | -1.5 | -23 | 2 | 11 | -21 | . | -4 | 6 | 3
c1ccc(SCc2nc3ccccc3[nH]2)cc1 | 0.2 | -264 | -1.2 | -50 | 1 | -2 | -168 | . | -1 | -65 | 1
O=C(NC1CCCc2ccccc21)c1cccnc1 (stereo unspecified) | -0.3 | 1 | 0.1 | -12 | 1 | . | 16 | . | -1 | 12 | 10
COc1ccc(NC(=O)CCC(=O)c2ccc(C(C)C)cc2)cc1 | 0.0 | 8 | 0.4 | -6 | . | 19 | 3 | -20 | 14 | 1 | -10
O=C(NCCCN1CCCC1=O)c1ccc(Cl)c(S(=O)(=O)N2CCCCC2)c1 | -0.1 | 5 | 0.1 | -7 | 0 | 12 | 4 | -3 | 0 | 7 | 7
CN(C)c1ccc(/C=N/NC(=O)CCc2c[nH]c3ccccc23)cc1 | 0.4 | 9 | 1.2 | -9 | 2 | 6 | 2 | 3 | -1 | 0 | ?
Cc1ccc(-c2nc(S(=O)(=O)c3ccc(F)cc3)c(SCC(=O)NCC3CCCO3)o2)cc1 (stereo unspecified) | -0.3 | 17 | -0.4 | 6 | 2 | -5 | 4 | -5 | 2 | 5 | 2
COc1ccc(/C=C/C(=O)NC(=S)NNC(=O)Cc2cccs2)cc1 | 1.0 | -3 | -2.8 | -9 | 1 | 3 | -14 | . | -1 | 12 | -3
Nc1[nH]c(C(=O)c2ccccc2)c(-c2ccc(Cl)cc2)c1C(=O)NCCc1c[nH]c2ccccc12 | 0.2 | . | 0.0 | -5 | . | . | -44 | -5 | 6 | . | .
COc1ccccc1N1C(=NC(=O)CCc2ccccc2)SC2CS(=O)(=O)CC21 (stereo unspecified) | 0.2 | -6 | -0.4 | -8 | 1 | 5 | 4 | -3 | -2 | -6 | 3
O=C(NNC(=S)NC(=O)c1ccc(Br)cc1)c1ccc([N+](=O)[O-])cc1 | -0.1 | -1 | -0.4 | -49 | -2 | 8 | -13 | -23 | -13 | 10 | -3
COP(=O)(OC)c1nc(-c2cccc3ccccc23)oc1N1CCOCC1 | 0.1 | 4 | 2.7 | 8 | 1 | -1 | 18 | -7 | -6 | 2 | 1
O=C(Nc1ccnn1C1CCN(C/C=C/c2ccccc2)CC1)C1CCCC1 | -0.3 | 2 | -0.1 | -8 | 0 | 5 | 10 | -10 | 0 | 6 | 0
C=CCNC(=O)c1c(N)n(-c2ccc3c(c2)OCO3)c2nc3ccccc3nc12 | -0.3 | 34 | -1.1 | -5 | 2 | -2 | 4 | . | 1 | 4 | -7
COc1cccc(NC(=O)CN2CCC(NC(=O)c3ccccc3C)CC2)c1 | 0.0 | -8 | -1.6 | -27 | . | . | -2 | -12 | -2 | . | 5
C[C@H](CO)N1C[C@H](C)[C@H](CN(C)C(=O)C2CC2)OCc2cnnn2CCCC1=O | -0.1 | -14 | 2.1 | -30 | . | 1 | 9 | -4 | -1 | . | -4
CC(NC(=O)CC1CCCCC1)c1ccccc1 (stereo unspecified) | 0.3 | 7 | -0.5 | 3 | 3 | 4 | 3 | -4 | -6 | -2 | 3
COC(=O)c1cn(-c2ccc(F)cc2)c(=O)c2ccccc12 | 0.1 | 18 | 0.8 | -17 | 0 | -3 | 14 | -5 | 1 | 17 | -3
O=c1c2[nH]c3ccccc3c2ncn1Cc1ccccn1 | 0.4 | 25 | 2.1 | -10 | -6 | -5 | 1 | -3 | -1 | -1 | 2
O=C(O)CCC(=O)Nc1ccc(-c2csc(Nc3cccc4ccccc34)n2)cc1 | -0.2 | -4 | -2.1 | -8 | 1 | -6 | 10 | -2 | -7 | 8 | -2
CCOc1cc(S(=O)(=O)n2cnc(C)c2)ccc1Cl | -0.2 | 3 | 1.4 | 13 | 5 | -1 | 13 | -6 | -3 | 4 | 4
CC1CCCCC12NC(=O)N(CC(=O)OCc1ccc(Br)cc1)C2=O (stereo unspecified) | -0.2 | 7 | -1.8 | -11 | -2 | -6 | 5 | -3 | 0 | -1 | -5
COCCN(C(=O)COC(=O)COc1ccc(Cl)c(C)c1)c1c(N)n(Cc2ccccc2)c(=O)[nH]c1=O | -0.4 | 6 | 2.4 | -26 | 4 | -3 | 15 | -5 | 1 | 9 | 5
COc1ccc(-c2cc(Nc3ccccc3NC(=O)C(F)(F)F)n(CCC#N)n2)cc1 | 0.0 | -7 | -0.2 | 1 | -2 | 0 | 13 | -5 | 2 | 0 | -2
Cc1cc(C)nc(N2CCC(C(=O)NNC(=O)Cc3ccccc3)CC2)n1 | 0.0 | 7 | -0.5 | 7 | 2 | -16 | 5 | -2 | -6 | 6 | -1
COc1ccc(CCNC(=O)c2ccc(N3CCCC3=O)cc2)cc1OC | -0.1 | -7 | -1.6 | -4 | 2 | . | 15 | -7 | 0 | -4 | -14
O=C(c1ccccc1)C1CC=CCC1C(=O)c1ccccc1 (stereo unspecified) | -0.2 | 24 | -1.3 | 17 | . | 7 | -4 | -5 | 14 | 5 | -4
CCCCNc1c(-c2ccc(SC(C)CC)c(OC)c2)nc2ccc(C)cn12 (stereo unspecified) | 0.9 | 93* | 0.4 | -54 | 5 | -11 | -155 | -5 | -2 | -13 | 2
O=C(CCl)NC(=O)NC12CC3CC(CC(C3)C1)C2 | -0.2 | 63* | -2.3 | -8 | 1 | 7 | 20 | -2 | 4 | 24 | 8
COC(=O)C(CC(=O)c1ccccc1)CC(=O)c1ccccc1 | 0.0 | -73 | -0.5 | -55 | 1 | -2 | -128 | -3 | -1 | -30 | 8
Cc1c(C)c(C)c(CN2CCSCC2)c(C)c1C | 0.0 | 7 | -0.1 | 2 | -2 | -2 | 17 | -5 | -1 | -4 | 1
COc1ccccc1NC(=O)CCc1nc2ccccc2s1 | -0.1 | -17 | 2.9 | -3 | 3 | -1 | -46 | -2 | -3 | -8 | -1
CC1(C)CC(=O)C(C=NCCCn2ccnc2)=C(O)C1 | -0.1 | 11 | 0.9 | 0 | -3 | 0 | 26 | -7 | -2 | 8 | 11
CC1=C(C(=O)N(C(C)C)C(C)C)CC(CC(=O)NCCCN(C)C)C(=O)N1CCCN1CCCC1=O (stereo unspecified) | 0.1 | 6 | -1.4 | 4 | . | . | 11 | -6 | -3 | . | .
C/C(=N/NC(=O)C1COc2ccccc2O1)c1ccco1 (stereo unspecified) | 0.0 | 0 | 3.5 | 4 | -2 | 1 | -11 | -4 | 0 | 8 | 10

Two of these compounds, set out differently.
SMILES,aDG glyco up,Peg3 prom inh,iPSC survival up,NR2E3 ag-1,NR2E3 ag-2,Vif imaging,HIF-2a block,CaV13 FRET inh,Exocytosis inh,TRPM1 prom inh,PDI turbidity
COc1ccccc1N1C(=NC(=O)CCc2ccccc2)SC2CS(=O)(=O)CC21 (stereo unspecified),0.2,-6,-0.4,-8,1,5,4,-3,-2,-6,3
O=C(NNC(=S)NC(=O)c1ccc(Br)cc1)c1ccc([N+](=O)[O-])cc1,-0.1,-1,-0.4,-49,-2,8,-13,-23,-13,10,-3
